KDM5B inh: Primary screen for KDM5B Histone Demethylases FDH-coupled qHTS. KDM5B demethylase, FDH-coupled NADH fluorescence (FDH is formaldehyde dehydrogenase). Potency, µM (doses to about 57.7 µM), for inactives: at the highest dose activity change, negative = inhibition, most hits filed as inhibitors. 2.6% of 220,000 active; active = well fitted inhibition curve with a large enough effect; inconclusive = small, poorly fitted or top-dose-only effect; inactive = no such curve, though single readings can be large or run the other way; note: 0% is about no effect; nearly all actives have a fitted effect of over 70% in size
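Inhibition is measured as reduced NADH fluorescence generation from FDH coupling to formaldehyde release. Truncated KDM5BΔAP at 200 nM final acts on H3K4me3 peptide (12.5 µM in substrate mix) in pH 7.5 HEPES buffer with Tween-20, 30 min, room temperature.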
An asterisk follows results filed as active; ? = inconclusive; & = joins results of further samples; [ ] = remark or other dose. Potency is the fitted concentration of half-maximal effect.

Preview (15 entries):
| KDM5B inh | Structure |
| --- | --- |
| -22% | O=c1c2cn[nH]c2nc(SCc2cccc(Br)c2)n1-c1ccc(Cl)cc1 |
| -13% | COCCN1C(=O)CCC2(C(=O)NCCCc3ccccc3)CCCC=C12 (stereo not drawn) |
| -26% | Cc1c(C(=O)Nc2ccc(Br)cc2F)sc2ncnc(N(C)C3CCCCC3)c12 |
| -10% | Cc1nc(-c2ccccc2F)sc1C(=O)N1CCCC(C(=O)O)C1 (stereo not drawn) |
| 35µM* | CN(C)C(=O)c1ccnc(-c2nnc3ccc(NCCN4CCOCC4)nn23)c1 |
| -5% | Cc1cccn2cc(-c3cccc(S(=O)(=O)N4CCOCC4)c3)nc12 |
| -15% | Cc1ccc(Cl)cc1-n1nnc(-c2nc(-c3ccc4c(c3)OCO4)no2)c1C |
| -5% | O=C(NCc1ccccc1)c1ccc2c(c1)N(Cc1cccc(Cl)c1)C(=O)c1ccccc1S2(=O)=O |
| 20% | Cc1cccc(/C=N/NC(=O)c2ccccc2)c1 |
| 12% | Cc1[nH]nc2c1C(c1ccc(Br)cc1)N(c1ccc(Br)cc1)C2=O (stereo not drawn) |
| -5% | CCN(Cc1ccccc1)C(=O)C1CCC(CNS(=O)(=O)c2ccc3c(c2)CCCC(=O)N3)CC1 (stereo not drawn) |
| 9% | COc1ccccc1NNC(=O)c1cccnc1Oc1ccccc1 |
| -20% | COc1ccc(NC(=O)C2CN(S(=O)(=O)C3CC3)CC23CCCCC3)cc1F (stereo not drawn) |
| ? | COc1ccc(Nc2cc(C(=O)NC3CCCC3)c3ccccc3n2)c(OC)c1 |
| -29% | Cc1cnc(C(=O)N(C)C2CCc3nn(CC4CC4)c(=O)n3CC2)cn1 (stereo not drawn) |

The list itself, from the first entry:
| KDM5B inh | Structure |
| --- | --- |
| -22% | O=c1c2cn[nH]c2nc(SCc2cccc(Br)c2)n1-c1ccc(Cl)cc1 |
| -13% | COCCN1C(=O)CCC2(C(=O)NCCCc3ccccc3)CCCC=C12 (stereo not drawn) |
| -26% | Cc1c(C(=O)Nc2ccc(Br)cc2F)sc2ncnc(N(C)C3CCCCC3)c12 |
| -10% | Cc1nc(-c2ccccc2F)sc1C(=O)N1CCCC(C(=O)O)C1 (stereo not drawn) |
| 35µM* | CN(C)C(=O)c1ccnc(-c2nnc3ccc(NCCN4CCOCC4)nn23)c1 |
| -5% | Cc1cccn2cc(-c3cccc(S(=O)(=O)N4CCOCC4)c3)nc12 |
| -15% | Cc1ccc(Cl)cc1-n1nnc(-c2nc(-c3ccc4c(c3)OCO4)no2)c1C |
| -5% | O=C(NCc1ccccc1)c1ccc2c(c1)N(Cc1cccc(Cl)c1)C(=O)c1ccccc1S2(=O)=O |
| 20% | Cc1cccc(/C=N/NC(=O)c2ccccc2)c1 |
| 12% | Cc1[nH]nc2c1C(c1ccc(Br)cc1)N(c1ccc(Br)cc1)C2=O (stereo not drawn) |
| -5% | CCN(Cc1ccccc1)C(=O)C1CCC(CNS(=O)(=O)c2ccc3c(c2)CCCC(=O)N3)CC1 (stereo not drawn) |
| 9% | COc1ccccc1NNC(=O)c1cccnc1Oc1ccccc1 |
| -20% | COc1ccc(NC(=O)C2CN(S(=O)(=O)C3CC3)CC23CCCCC3)cc1F (stereo not drawn) |
| ? | COc1ccc(Nc2cc(C(=O)NC3CCCC3)c3ccccc3n2)c(OC)c1 |
| -29% | Cc1cnc(C(=O)N(C)C2CCc3nn(CC4CC4)c(=O)n3CC2)cn1 (stereo not drawn) |
| ? | COc1ccc2[nH]c(=O)c(CN(C)S(C)(=O)=O)cc2c1 |
| 1% | O=C(C1CC1)N1c2nc(-c3ccco3)nn2C2(CCCCC2)[C@@H]2CCCC[C@@H]21 |
| 25% | CC(Sc1nnc(-c2ccccc2F)n1C1CC1)c1ccccc1 (stereo not drawn) |
| 11% | CC(C)c1ccc(C(C)NC(=S)NC2CCCCC2)cc1 (stereo not drawn) |
| 3% | Cc1ccc(NC(=O)c2cnc3ccccc3n2)cc1F |
| 5% | COc1ccc(CN(Cc2cccn2C)S(=O)(=O)c2ccccc2)cc1 |
| 9% | Cc1[nH]c2ccccc2c1C(=O)C(C)OC(=O)c1ccc(F)cc1Cl (stereo not drawn) |
| -5%[86.2 µM] | CC(=O)N1CCC(N2C[C@@H]3OCC(=O)N(Cc4ccccc4)[C@@H]3C2)CC1 |
| 3% | O=C(CN(CC(=O)NCCO)C(=O)C(=O)N(CC(=O)NCCO)CC(=O)NCCO)NCCO |
| ? | CN(C)c1nc(-c2ccccc2)nc2c1CCN(C(=O)C1CCOC1)C2 (stereo not drawn) |
| ? | COc1ccc(CC2(CO)CCN(c3nccc(N)n3)CC2)cc1 |
| -1% | Cc1c(C(=O)N2CCNCC2)oc2ccccc12 |
| -12% | CCCCOC(=O)c1ccc(NC(=O)c2cnc3ccc(C)cn3c2=O)cc1 |
| -8% | COc1cccc2c1ccn2CCC(=O)Nc1ccc2c(c1)C(=O)N1CCC[C@H]1C(=O)N2 |
| -12% | O=[N+]([O-])c1ccc(N/N=C/c2ccc(Br)cc2)cc1 |
| ? | O=C(NCCc1ccccc1)c1ccc2c(c1)OCCN(c1ccccc1)C2 |
| -3% | CC(C)c1ccc(NC(=O)CCCN2C(=O)NC(C)(C)C2=O)cc1 |
| -9% | C=CCOc1ccc(CN(C)C(=O)c2n[nH]c(=O)c3ccccc23)cc1 |
| -21% | COCCN1CCCCCC(O)c2cc(C(=O)N3CCc4ccccc43)ccc21 (stereo not drawn) |
| -13% | O=C(NNc1ncnc2c1cnn2-c1ccccc1)c1ccccc1 |
| 0% | COc1ccc(C(=O)NC[C@H]2O[C@H](Cc3cc(CN4CCOCC4)on3)CC[C@@H]2O)cc1 |
| -8% | CC(Sc1nnc2ccc3ccccc3n12)C(=O)Nc1ccc(Cl)cc1 (stereo not drawn) |
| -27% | CC(C)c1noc(C2CCCN(C(=O)C3CCCC3)CCC(=O)NCC2)n1 (stereo not drawn) |
| 10% | CC1CN(c2ccccc2)c2nc3c(c(=O)[nH]c(=O)n3C)n2C1 (stereo not drawn) |
| 24% | O=C(NCc1cccs1)C1CN(S(=O)(=O)c2cccnc2)CC12CCCCC2 (stereo not drawn) |
| ? | CCCN1CCN(CC(O)COC(c2ccc(OC)cc2)c2ccc(OC)cc2)CC1 (stereo not drawn) |
| -10% | C=CCN1CCN(C(=O)C2N(C(C)C)C(=O)C23CCCCC3)CC1 (stereo not drawn) |
| 7%[149 µM] | Clc1ccc(-c2nnc3n2CCN(Cc2cccnc2)C3)cc1 |
| ? | CC(Nc1ccc(N)cc1Cl)c1ccccc1 (stereo not drawn) |
| -15% | CCC(C)n1c(SCC(=O)Nc2ccccc2C(=O)OC)nc2ccsc2c1=O (stereo not drawn) |
| 9% | CC(=O)N1CCc2cc(S(=O)(=O)Nc3ccc(C)cc3)ccc21 |
| 20µM* | CCCCS(=O)(=O)N1CCc2n[nH]c(=O)n2CC1 |
| 7% | Cc1cc(C)n(-c2nc3ccccc3nc2Nc2cccc(C(=O)NCCc3ccccc3)c2)n1 |
| -13% | COC1CCC12CCN(C(=O)C1CCCCC1)CC2 (stereo not drawn) |
| -6% | COc1ccccc1OCc1cc(C(=O)NCc2cccc(C)c2)n[nH]1 |
| 18% | Cc1cc(C)[nH]n1 |
| 1%&-18% | COc1ccc2nc(NC(=O)c3cc(=O)c4cc(C)cc(C)c4o3)sc2c1 |
| 19% | CCOc1ccc(-n2nnc3c(=O)n(CC(=O)NCc4ccco4)cnc32)cc1 |
| 13% | COc1ccc(C(=O)NS(C)(=O)=O)cc1F |
| 11% | CC(C)C(=O)NCC1(C)CC(NC(=O)C(C)C)CC(C)(C)C1 (stereo not drawn) |
| 8% | CC(C)(CO)NC(=O)CSc1ccc(C(F)(F)F)cc1Cl |
| 6% | O=[N+]([O-])c1ccc(N/N=C/c2c[nH]c3ccccc23)c(S(=O)(=O)Nc2ccc(Cl)cc2)c1 |
| 15% | CC1CN(C(=O)COc2ccc(Cl)cc2Cl)c2ccccc2NC1=O (stereo not drawn) |
| 0% | CC(C)c1ccc(CN2CC(Oc3ccccc3C(=O)NC3CC3)C2)cc1 |
| ? | CCOC(=O)COc1ccc2c(C)c(C)c(=O)oc2c1C |

(listing goes on)
| KDM5B inh | Structure |
| --- | --- |
| -16% | Cc1c(Cl)cccc1NC(=O)CSc1ccc(-c2ccccn2)nn1 |
| -9% | CCCCN(C)CCCNC(=O)C1CCN(S(=O)(=O)CCC)CC1 |
| 19% | CCOC(=O)C1CCN(C(=O)c2ccc(C)c(S(=O)(=O)N3CCCC3)c2)CC1 |
| 0% | NC1CCc2nn(CC(=O)N3CCc4ccccc43)c(=O)n2CC1 (stereo not drawn) |
| 13% | O=[N+]([O-])c1ccc2nonc2c1Nc1cc(Cl)ccc1Cl |
| 24% | CC(=O)c1c[nH]c(C(=O)NCc2ccccc2Cl)c1 |
| 17% | CCC(CC)C(=O)N1CC(c2nnc(-c3ccc(C)cc3)o2)C2(CCOCC2)C1 (stereo not drawn) |
| -9% | COc1ccc(NC(=O)c2ccc3c(c2)N(Cc2cccc(Cl)c2)C(=O)c2ccccc2S3=O)cc1Cl (stereo not drawn) |
| -8% | COc1ccc(C(=O)NC2CCN(c3ccc(F)cc3)C2=O)cc1 (stereo not drawn) |
| 16% | O=C(CCc1cccs1)N(CC1CCOC1)C1CC1 (stereo not drawn) |
| 4% | Cn1c(=O)c2c(nc(NCc3ccc4c(c3)OCO4)n2Cc2c(F)cccc2Cl)n(C)c1=O |
| ? | O=C(CN1CCCCCCC1)N1CCn2nc(Cc3ccccc3)cc2C1 |
| -13% | C=CCNC(=O)N(C)Cc1ccc(C(N)=O)cc1 |
| 3% | COC(=O)Nc1ccc(C(=O)NCc2ccccc2)cc1 |
| 17% | Cc1ccccc1NS(=O)(=O)c1nnc(NC(=O)c2ccccc2C)s1 |
| 12% | CCc1nnc(Cn2cc(S(=O)(=O)N(C)C)ccc2=O)o1 |
| ? | COC[C@H]1C[C@@H](NC(=O)c2cccnc2)[C@H](O)[C@@H]1O |
| 0% | CCC(CC)(CC(=O)Nc1ccccc1NS(=O)(=O)c1ccc(F)cc1)C(=O)O |
| -14% | CCCOC(=O)COc1ccc2c(=O)c(-c3ccccc3)coc2c1 |
| ? | S=C(Nc1ccccc1)Nc1ccccc1-n1cccc1 |
| 28% | CCNC(=O)COc1ccc(OCc2ccccc2)cc1 |
| -13% | Cc1ccc(NC(=O)N2CCC(CCNC(=O)CC3CCCC3)CC2)cc1 |
| -31%[86.2 µM] | COCc1ccccc1-c1cn(C)c(=O)n2cc(COc3ccc(Cl)cc3)nc12 |
| 17% | COc1cc(-c2noc(-c3cc(C)[nH]n3)n2)cc(OC)c1OC |
| ? | Cc1ncsc1CN1CCn2c(nnc2[C@@H]2C[C@@H](O)CN2Cc2cccnc2)C1 |
| 1% | NCCC(c1ccccc1)c1ccccc1 |
| 12% | O=C(Cc1ccc(Cl)c(Cl)c1)NNC(=S)NCC1CCCO1 (stereo not drawn) |
| 18% | CC(NC(=O)C(c1ccccc1)C(C)C)c1ccc2c(c1)CCCC2 (stereo not drawn) |
| -18% | CC(=O)c1c(C)n(-c2cccc(C)c2)c2ccc(OC(=O)COc3ccccc3)cc12 |
| ? | O=C(NCCCN1CCCc2ccccc21)C1Cn2cccc2C(=O)N1Cc1cccnc1 (stereo not drawn) |
| 22% | CN(C)c1ccc(S(=O)(=O)N2CCCCC2)cc1NC(=O)COc1ccccc1F |
| -22% | CCCCOc1ccc(-c2ncc(N)cn2)cc1 |
| ? | Cc1ccccc1C(=O)Nc1ccc2nc(SCC(=O)N(C)c3ccccc3)sc2c1 |
| 4% | CCCn1ccc2sc(C)c(C(=O)NCc3ccccc3)c2c1=O |
| 12% | CN(Cc1cccc(C#N)c1)C(=O)NCCNC(=O)CC1CCCC1 |
| -10% | Fc1ccc(SCCSc2nnc(-c3ccccc3F)n2C2CC2)cc1 |
| 6% | COc1ccc(C(=O)C(C)OC(=O)c2ccc(C(C)=O)s2)cc1 (stereo not drawn) |
| 7% | COc1ccc(C(=O)NC[C@@H]2C=C(C)[C@H](CC(=O)N3CCN(C(C)=O)CC3)C[C@H]2C(C)C)cc1 |
| ? | COCCOC(=O)/C(C#N)=C\c1cc(Cl)c(O)c(OC)c1 |
| 15% | Cc1nc(CCNC(=O)[C@H]2CNC[C@H](C(=O)N3CCOCC3)C2)sc1Cl |
| 17% | COc1cccc(CNC(=O)N2CCN(c3ccccc3Cl)CC2)c1 |
| ? | CCN(Cc1ccccc1)C(=O)c1cc2c(s1)-c1c(C)cccc1OC2 |
| ? | Cc1ccc(-c2nnc(SCCOc3ccccc3)o2)cc1 |
| ? | O=C(Nc1ccc2nc(SCC(=O)N3CCCC3)sc2c1)c1cccc(Cl)c1 |
| -4% | CCN(CC)c1ccc(S(=O)(=O)N(CC)CC)cc1N |
| ? | Cc1nnc2c(Nc3cccc(O)c3)nc3ccccc3n12 |
| -16% | CC(NC(=O)CSc1nnnn1-c1ccc(O)cc1)c1ccc(-c2ccccc2)cc1 (stereo not drawn) |
| -14% | Cc1cc(C(F)(F)F)c2c(N)c(C(=O)Nc3c(Cl)cccc3Cl)sc2n1 |
| 29% | Cc1ccc(C)c(S(=O)(=O)NCCO)c1 |
| ? | COCCN(Cc1cnn(C)c1)C(=O)c1ccc2nc(C)cn2c1 |
| -22% | Cc1nnc(NC(=O)CSc2nc3c([nH]c4ccccc43)c(=O)n2-c2ccc(Cl)cc2)s1 |
| 236%[activator] | O=S1(=O)N=C(N(CCO)/N=C/c2ccccc2F)c2ccccc21 |
| -14% | CCCCN(C)c1nnc(NC(=O)Nc2ccc(Br)c(C)c2)s1 |
| ? | CN(C)c1ccc(C(=O)NCC2CCN(c3cc(-c4ccccc4)[nH]n3)CC2)cc1 |
| 12% | C=CCNC(=O)NC(=O)CN(C)C(C)c1ccccc1OC (stereo not drawn) |
| -12% | CCSc1oc(-c2ccccc2)nc1S(=O)(=O)c1ccc(F)cc1 |
| -1% | COc1ccccc1NS(=O)(=O)c1cccc(C(=O)NNC(=O)c2ccc(NC(C)=O)cc2)c1 |

Screening data as filed in PubChem BioAssay.

Only part of the results is shown, so the mix of outcomes need not match the whole.
